D1 antagonist – blocks dopamine activation of the human D1 receptor. activity change, negative = inhibition, % at 10 µM. HEK293 TREx D1 cells, calcium flux, dopamine EC80; active compounds read low. P21728. actives 3.2% (n = 360,000); in the data active means activity change below about -30%; further: on the % scale 0 is the no-effect control and ±100 the full control effect
Target sequence (P21728 whole entry, looked up): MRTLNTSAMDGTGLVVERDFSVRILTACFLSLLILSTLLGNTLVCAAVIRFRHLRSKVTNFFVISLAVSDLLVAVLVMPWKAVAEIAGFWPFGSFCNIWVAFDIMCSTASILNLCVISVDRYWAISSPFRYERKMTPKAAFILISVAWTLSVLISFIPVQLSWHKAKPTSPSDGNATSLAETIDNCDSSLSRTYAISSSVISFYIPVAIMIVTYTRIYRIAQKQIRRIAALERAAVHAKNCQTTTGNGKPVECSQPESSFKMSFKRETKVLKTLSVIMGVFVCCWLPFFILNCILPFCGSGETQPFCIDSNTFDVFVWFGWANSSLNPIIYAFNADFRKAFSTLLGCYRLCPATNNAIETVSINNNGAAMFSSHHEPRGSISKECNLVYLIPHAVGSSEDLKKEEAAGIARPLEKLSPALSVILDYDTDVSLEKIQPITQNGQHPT
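Using tetracycline-induced force-coupled D1 Hek293 cells and a calcium dye, signals were followed for 180 s after compound, then for 180 s after EC80 dopamine, to detect inhibitors.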
D2 PAM – positively modulates the human D2 dopamine receptor allosterically; P14416; HEK293 T-REx D2, calcium flux, EC20 dopamine potentiation; potentiation, % at 10 µM; actives 0.34% (n = 340,000);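 active means potentiation over 3 SD above the plate norm, cut at about 30% in these data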; further: 0% is about no effect
Target sequence (P14416 whole entry, looked up): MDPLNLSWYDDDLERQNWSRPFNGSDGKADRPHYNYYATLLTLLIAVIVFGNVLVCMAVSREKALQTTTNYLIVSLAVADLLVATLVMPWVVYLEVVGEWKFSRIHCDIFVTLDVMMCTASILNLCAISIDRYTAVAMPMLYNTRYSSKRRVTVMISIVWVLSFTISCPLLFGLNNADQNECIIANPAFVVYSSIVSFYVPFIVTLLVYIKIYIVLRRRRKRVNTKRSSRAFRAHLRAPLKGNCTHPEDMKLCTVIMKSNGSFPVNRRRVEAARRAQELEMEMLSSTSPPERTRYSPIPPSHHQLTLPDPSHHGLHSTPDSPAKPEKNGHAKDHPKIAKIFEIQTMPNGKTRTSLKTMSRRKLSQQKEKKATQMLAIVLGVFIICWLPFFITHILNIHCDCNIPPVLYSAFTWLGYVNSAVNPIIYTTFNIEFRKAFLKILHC
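Potentiation of an EC20 dopamine calcium response is measured in a force-coupled, tetracycline-inducible Hek293 Trex D2 line. Compound-only kinetic reads over 180 s flag agonists before dopamine addition.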
Vif-A3F inh – blocks the Vif interaction with APOBEC3F; AID 602313; HeLa A3F-eYFP + Vif (tagged APOBEC3F with the HIV-1 protein that degrades it), YFP fluorescence increase; actives 0.2% (n = 390,000); Potency, µM (titrated, usually from 46.1 µM), inactives show at the top dose activity, negative = active; further: potency means the concentration at half of the fitted maximal effect; % of control where 0% means no effect; nearly all actives have a fitted effect of over 65% in size
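HeLa cells stably expressing A3F-eYFP plus Vif, plated and incubated overnight at 37 deg C, then exposed to compounds overnight at 37 deg C. Blocked degradation read as raised yellow fluorescence (Ex 488/Em 500-530).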
RXFP1 antagonist – antagonists of human relaxin receptor RXFP1; Q9HBX9; HEK293-RXFP1, relaxin-stimulated cAMP HTRF, 30 min; active compounds read low; activity change, negative = inhibition, % at 57.5 µM; AID 1259400; actives 0.59% (n = 350,000);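 active means activity change of -60% or lower, but not beyond a set lower limit; inconclusive means change between -60% and -40%, or beyond the set limit; inactive means change above -40%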; further: on the % scale 0 is the no-effect control and ±100 the full control effect
GRP78 ERSR act – induces the endoplasmic reticulum stress response in human glioma cells | U87-MG GRP78 promoter luciferase reporter, 16 h | Potency, µM, without a hit: at the highest dose activation, actives largely listed as activators | actives 0.02% (n = 420,000); further: potency means the concentration at half of the fitted maximal effect; series mostly up to about 76 µM; % of control where 0% means no effect; nearly all actives have a fitted effect of over 35% in size
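Stably transfected U87-MG glioma cells carrying a GRP78-based luciferase sensor; 16 h compound incubation. Luminescence end-point read 10 min after Bright-Glo addition at room temperature.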
D1 PAM – enhances dopamine response at the human D1 receptor; potentiation, % at 10 µM; actives 0.036% (n = 360,000); AID 504651; HEK293 TREx D1 cells, calcium flux, dopamine EC20 potentiation; P21728; in the data active means potentiation above about 30%; further: 0% is about no effect
D1 agonist – agonists of human D1 dopamine receptor | actives 1% (n = 360,000) | AID 504660 | HEK293 T-REx D1 cells, calcium flux, agonist mode | P21728 | activation, % at 2 µM; in the data active means activation above about 30%; further: 0% is about no effect
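Agonism was scored from calcium flux recorded over 180 s (1 read/s) after pintool compound addition, following a 10-cycle baseline. Cells were inducible force-coupled HEK293 TREx D1, plated overnight at 30 C and loaded with no-wash calcium dye.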
RXFP1 agonist – activates the human relaxin receptor RXFP1 | Q9HBX9 | HEK293T-RXFP1 cAMP TR-FRET, 30 min; response scale: percent of porcine relaxin response, buffer zero | Potency, µM (top dose mostly 57.5 µM), for inactives: at the highest dose activation, usual class: activators | actives 0.3% (n = 370,000); further: potency means the concentration at half of the fitted maximal effect; on the % scale 0 is the no-effect control and ±100 the full control effect; nearly all actives have a fitted effect of over 60% in size; many of its hits are not listed in these tables
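cAMP rise read by TR-FRET after 30 min, 37C compound exposure (up to 58 uM) in RXFP1-transfected HEK293 cells with Ro 20174 present. EC50 from Hill-equation fits, with 29 nM porcine relaxin as 100% and buffer as basal.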
Vif-APOBEC3G blk – inhibitors of Vif-APOBEC3G interaction | Q9HC16 | HeLa A3G-eYFP + Vif (tagged APOBEC3G with the HIV-1 protein that degrades it), YFP fluorescence, overnight | Potency, µM (series often up to 46.1 µM), inactives show at the top dose activity, negative = active, usual class: inhibitors | actives 0.076% (n = 410,000) | AID 602310;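 further: potency means the concentration at half of the fitted maximal effect; on the % scale 0 is the no-effect control and ±100 the full control effect; nearly all actives have a fitted effect of over 60% in size; hits raise eYFP signal because A3G escapes Vif-driven loss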
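HeLa cells stably expressing Vif and C-terminally eYFP-tagged A3G, seeded overnight at 37 deg C, then exposed to compound by pintool overnight at 37 deg C. Rise in yellow fluorescence (Ex 488/Em 500-530, Acumen) marks blocked Vif-driven A3G degradation.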
* hit, by the source's call; ? = inconclusive; / = no result given; & = joins results of further samples. Unless noted, the call rests on the fitted dose curve; in most records, active means well fitted curve in the direction sought with a large enough effect; inconclusive means small, poorly fitted or top-dose-only effect, or another doubt; inactive means no such curve, though single readings can be large; an effect the other way counts as inactive or inconclusive. This is a subset, so the mix of outcomes need not match the whole.

SMILES	D1 antagonist	D2 PAM	Vif-A3F inh	RXFP1 antagonist	GRP78 ERSR act	D1 PAM	D1 agonist	RXFP1 agonist	Vif-APOBEC3G blk
O=S(=O)(Cc1ccccc1)NCC1CCCN(Cc2ccc3nonc3c2)C1 (stereo not given)	-18	-7	9%	-7	-2%	-11	0	0.4%	2%
Cc1ccccc1C(=O)OC1CCCN(C)C1 (stereo not given)	2	-5	-8%	0	-4%	4	1	-0.7%	7%
CN(Cc1ccccc1)C(=O)c1cccc(NC(=O)c2ccco2)c1	-11	-8	-1%	-7	-5%	-2	3	2.1%	0%
Cc1ccc(Cl)cc1N1CCN(CCCNc2ncnc3onc(-c4ccc(F)cc4)c23)CC1	6	0	-1%	5	-7%	1	2	-1.1%	-3%
Cc1cc(C(=O)Nc2ccc(Br)cn2)sc1C	5	-27	0%	-38	-1%	-9	6	3.7%	0%
CCOC(=O)CCC(=O)NNC(=O)COc1ccc(C(C)C)cc1Br	/	4	2%	5	3%	-6	1	0.3%	-1%
CCc1ccc(S(=O)(=O)N2CCN(c3ncccn3)CC2)cc1	-16	14	0%	-18	-5%	-7	-3	-2.4%	2%
COC(=O)c1cccnc1-n1c(=O)c2cccnc2n(Cc2cccc(OC)c2)c1=O	-11	-14	0%	/	2%	-4	-1	1.8%	0%
COc1ccc(-c2nnc(SCC(=O)Nc3cc(F)ccc3C)o2)cc1	-39*	-4	6%	0	1%	/	12	0.0%	1%
CC[n+]1c(C)n(-c2ccccc2)c2ccc(C(=O)OC)cc21	4	4	5%	-1	-2%	2	2	0.0%	-1%
Cc1ccccc1OCCC(=O)NNC(=O)c1ccccc1F	/	/	9%	4	-3%	/	/	/	2%
O=C(N/N=C/c1cc(Cl)cc([N+](=O)[O-])c1O)c1cccc(S(=O)(=O)N2CCOCC2)c1	13	9	-22%	-29	-3%	1	2	-0.1%	0%
CC(=O)Nc1cccc(C(=O)N/N=C/c2ccccc2F)c1	2	-12	1%	-3	-9%	-1	9	-3.2%	-1%
CC(C)(C)N1CC(C(=O)Nc2ccc(S(N)(=O)=O)cc2)CC1=O (stereo not given)	-12	9	4%	4	-1%	-7	2	-0.6%	1%
Cn1cc(Cl)c(C(=O)Nc2cccc(Cl)c2Cl)n1	-10	10	-8%	-21	5%	-5	11	2.7%	-1%
Oc1c(/C=N/Nc2cccc3cccnc23)ccc2ccccc12	-12	1	-8%	-7	7%	-2	-1	1.7%	-6%
C=CCN1C(=O)/C(=C/c2ccc(OC(C)=O)c(OCC)c2[N+](=O)[O-])SC1=S	-31*	10	?	-12	0%	-7	30	1.8%	-1%
CN1CCN(S(=O)(=O)c2ccc(N3CCN(C(c4ccccc4)c4ccccc4)CC3)nc2)CC1	-1	-4	8%	-4	-2%	-4	6	-3.8%	-1%
COc1ccc(N2CCN(C(=S)Nc3cc(C)cc(C)c3)CC2)cc1	/	/	-8%	-9	-2%	/	/	0.4%	0%
Cc1cc(=O)oc2cc(OCC(=O)Nc3ccccc3C(=O)O)ccc12	17	0	1%	4	3%	0	2	3.5%	0%
CN(C)CCCNC(=O)c1cc(S(=O)(=O)N2CCOCC2)ccc1F	-5	0	-3%	2	-3%	-4	3	2.2%	-3%
COc1ccc(C2=NOC(CNC(=S)N3CCOCC3)C2)cc1 (stereo not given)	-15	-7	11%	-2	4%	-3	3	-1.4%	-4%
CC(C)(CNS(=O)(=O)c1ccc(Cl)cc1)N1CCCCC1	5	5	-2%	4	-4%	5	4	0.7%	1%
COc1ccc(CC(=O)Nc2ccccc2N2CCOCC2)cc1OC	13	3	9%	-18	-3%	-6	2	-0.7%	0%
Cc1cc([N+](=O)[O-])nn1CC(=O)Nc1ccc(Cl)cn1	-12	-8	9%	-10	1%	-6	0	16%	5%
O=C(NCCCN1CCOCC1)c1cccnc1SCc1ccccc1Cl	8	/	1%	-6	-3%	2	4	-0.4%	2%
CCN(CC(=O)Nc1ccc(NC(C)=O)cc1)C(=O)CC1OC(=O)c2ccccc21 (stereo not given)	-9	2	4%	0	-5%	-3	3	3.2%	3%
CCOc1ccc(/C(CCC(=O)O)=N/NC(=S)NCCc2ccccc2)cc1	5	-1	-2%	-4	1%	0	1	-1.3%	-1%
CC(=O)Nc1ccc(S(=O)(=O)N(C)CC(=O)NNC(=O)c2cccs2)cc1	/	/	-4%	-3	-4%	/	/	/	9%
COc1cccc(C(=O)OCc2cc(=O)oc3c(C)c(C)ccc23)c1OC	-6	0	7%	13	-5%	2	1	-4.0%	1%

Retrieved by compound from above:
SMILES	D1 antagonist	D2 PAM	Vif-A3F inh	RXFP1 antagonist	GRP78 ERSR act	D1 PAM	D1 agonist	RXFP1 agonist	Vif-APOBEC3G blk
COc1ccc(N2CCN(C(=S)Nc3cc(C)cc(C)c3)CC2)cc1	/	/	-8%	-9	-2%	/	/	0.4%	0%
CC(C)(CNS(=O)(=O)c1ccc(Cl)cc1)N1CCCCC1	5	5	-2%	4	-4%	5	4	0.7%	1%

Other records:
SMILES	D1 antagonist	D2 PAM	Vif-A3F inh	RXFP1 antagonist	GRP78 ERSR act	D1 PAM	D1 agonist	RXFP1 agonist	Vif-APOBEC3G blk
O=C(CC(Nc1ccccc1)c1ccc(F)cc1)c1ccccc1 (stereo not given)	-27	26	-23%	-25	3%	-18	4	-3.4%	-18%
Cc1cc(C)c2nc(N(Cc3cccnc3)C(=O)c3ccc(S(=O)(=O)N(C)C)cc3)sc2c1	/	-3	3%	-14	-2%	4	-1	2.2%	-2%
COc1ccc(C(C#N)N2CCC(c3ccccc3)=N2)cc1 (stereo not given)	-1	-1	-19%	-8	6%	-3	0	-0.8%	-5%
Cn1cccc1/C=N/n1c(-c2ccccc2)n[nH]c1=S	-27	10	-2%	7	0%	0	-1	2.5%	2%
COCCCNC(=O)Cn1cnc2sc(C)c(S(=O)(=O)N3CCN(c4ccccc4OC)CC3)c2c1=O	17&-2	-3	-7%&-1%	8&0	-4%&-2%	-7&2	0&0	2.9%&2.5%	-2%&3%
Cc1ccc(S(=O)(=O)NNC(=O)/C=C/c2cccc(F)c2)cc1	3	2	-2%	-2	-5%	1	1	1.1%	2%
COc1cccc(N(CC(=O)NC2CCCCC2)C(=O)Cn2nnc(-c3ccc(C)o3)n2)c1	17	2	5%	2	-4%	-5	4	1.3%	-1%
O=C(N[C@@H](c1ccccc1)[C@@H]1C[C@H]1C(=O)O)OCc1ccccc1	-9	-7	-10%	/	-4%	0	0	1.2%	-1%
O=C1CCCC(O)=C1Sc1cc(Cl)c(Cl)cc1Cl	/	/	-4%	3	-2%	/	/	/	-2%
O=C(CSc1nnnn1-c1ccccc1)NC(=O)Cc1ccccc1	8	13	-2%	4	-3%	5	5	0.8%	-3%
Cc1cccc(NC(=O)c2oc(=O)c3ccccc3c2-c2ccccc2)c1C	23	-8	-6%	/	-4%	4	9	0.1%	0%
CC(=O)Nc1ccc(S(=O)(=O)N(C)CC(=O)N/N=C/c2ccncc2)cc1	-17	19	?	7	-2%	-7	-2	-0.6%	0%
O=CNn1cnc2c(oc3nc(-c4ccccc4)cc(-c4ccco4)c32)c1=O	-15	-10	3%	1	-4%	-10	5	6.3%	0%
O=C(O)c1cccc(-c2ccccc2)c1O	/	/	-11%	-13	-2%	/	/	/	-1%
CCOCCCNC(=S)NNC(=O)CCn1nc(C)c(Br)c1C	/	-11	-14%	-3	-4%	1	-1	-3.3%	2%
COC(=O)c1ccc(NC(=O)c2ccc(N(C)S(C)(=O)=O)cc2)cc1	-16	-3	3%	-6	-3%	3	6	1.3%	0%
CCOCC(=O)Nc1ccc(OCc2ccccc2)cc1	-11	1	-13%	-2	4%	-6	5	1.4%	2%
COc1ccc(/C=C/C(=O)NC(=S)Nc2ccc(S(=O)(=O)Nc3cc(C)on3)cc2)cc1	-2	-10	16%	-14	3%	-9	1	1.6%	-18%
CCCOc1cccc(C2c3c(oc4ccc(F)cc4c3=O)C(=O)N2Cc2ccc3c(c2)OCO3)c1 (stereo not given)	6	8	4%	-8	-3%	-4	0	0.2%	2%
CC(C)N(CCO)C(=O)CCc1nnc(Cc2cccc(C(F)(F)F)c2)o1	-18	1	10%	-2	-1%	-2	7	0.0%	-6%
CCOc1ccc(Cn2ccnc2CCl)cc1[N+](=O)[O-]	1	4	-11%	8	4%	5	3	1.6%	2%
O=C(c1ccco1)N1CCN(C2CC(=O)N(c3ccc(F)c(Cl)c3)C2=O)CC1 (stereo not given)	2	-10	-29%	-4	-3%	5	0	-4.4%	-1%
COc1ccc(C(=O)NCc2ccc(C)cc2)cc1S(=O)(=O)N1CCCC1	-1	8	-13%	2	-5%	/	15	1.4%	0%
CCCCOCCCNC(=O)c1cccc(OC)c1	-4	-9	-28%	17	2%	1	0	0.4%	-1%
O=S(=O)(c1ccc(S(=O)(=O)N2CCCC2)cc1)N1CCCCC1	2	12	-3%	4	-6%	-3	2	-0.5%	0%
Cc1c(Cl)c(C(F)(F)F)nn1CC(=O)NCc1ccco1	-3	/	0%	-1	-1%	3	2	1.3%	-7%
CC1(C)OC(=O)C(=CNc2ccc(F)cc2)C(=O)O1	-2	-8	-4%	-14	2%	-7	4	-0.2%	1%
Cc1cccc(NC(=S)Nc2cccc3ccccc23)c1	-11	8	?	4	7%	4	1	1.5%	3%
Clc1ccc(Oc2cnc3ccccc3n2)cc1	/	/	-1%	-7	6%	/	/	-1.0%	0%
CCC(=O)Nc1sc(C(=O)Nc2ccccc2F)c(C)c1C(=O)OC	-6	/	2%	-16	1%	-5	0	-0.7%	-9%
Cc1ccccc1C(=O)c1cccn1CC(=O)N1CCCCC1	6	-1	-4%	8	1%	2	1	-1.4%	-2%
Cc1cc(C(=O)COC(=O)C2CC2)c(C)n1-c1ccc(F)cc1	-6	/	3%	-22	-4%	-1	2	1.4%	-1%
COCCn1c(C)cc(C(=O)COC(=O)CNC(=O)c2ccco2)c1C	-15	-6	1%	0	-2%	6	-1	0.4%	0%
CNc1ccc(Br)cc(C(=O)/C=C/c2cccc(Cl)c2Cl)c1=O	37	15	?	-3	11%	7	14	-0.2%	?
Cc1nc(N2CCCC2)c2c(C(=O)N3CCN(c4cccc(C)c4C)CC3)c(C)oc2n1	-4	-5	-14%	0	-3%	-5	-1	1.5%	-2%
COc1ccc(NC(=O)c2nc[nH]c2C(=O)NCc2ccccc2)cc1	-4	12	3%	/	-3%	2	2	-0.2%	0%

Source: PubChem BioAssay (National Center for Advancing Translational Sciences (NCATS))
